Bioassay records: PubChem, several laboratories
VCAM1 TNFa inh = reduces TNF alpha induced VCAM1 expression in HUVEC. HUVEC TNFa-induced VCAM-1 immunofluorescence, high-content imaging. inhibition, % at 2 µM. hit rate 0.48% among 95,000;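 active = inhibition above the batch mean plus 3 SD, with images confirmed as a hit by eye, cut at about 37% in these data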;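 also: 0% = TNF-stimulated DMSO wells and 100% = unstimulated control wells; not every result past the cut was called active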
HUVEC tox TNFa = toxic to HUVEC cells under TNF alpha stimulation | hit rate 0.17% among 93,000 | HUVEC TNFalpha-stimulated, Hoechst cell count, imaging | cell count reduction, % at 2 µM;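 active = cell count reduction exceeding the screen mean by over 5 SD, scaled to untreated wells per plate, cut at about 78% in these data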;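 also: cells counted after 24 h of TNF alpha exposure following the 1 h pretreatment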
CYP2C19 activ = cytochrome P450 2C19 (human) activation; activation factor at 5 µM; 96,000 tested, under 10 active; AID 1025; recombinant CYP2C19, luciferin-H EGE luminescence; stronger effect = higher value; 0 = fully inhibited enzyme, 1 = untreated enzyme; P33261;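 active = activation factor of at least 2 at 5 µM in the primary screen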;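 also: 0 = wells with 2.5 mM tranylcypromine and 1 = vehicle-only wells; values of inactives mirror those of a sister screen read the other way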
Target sequence (P33261 whole entry, looked up): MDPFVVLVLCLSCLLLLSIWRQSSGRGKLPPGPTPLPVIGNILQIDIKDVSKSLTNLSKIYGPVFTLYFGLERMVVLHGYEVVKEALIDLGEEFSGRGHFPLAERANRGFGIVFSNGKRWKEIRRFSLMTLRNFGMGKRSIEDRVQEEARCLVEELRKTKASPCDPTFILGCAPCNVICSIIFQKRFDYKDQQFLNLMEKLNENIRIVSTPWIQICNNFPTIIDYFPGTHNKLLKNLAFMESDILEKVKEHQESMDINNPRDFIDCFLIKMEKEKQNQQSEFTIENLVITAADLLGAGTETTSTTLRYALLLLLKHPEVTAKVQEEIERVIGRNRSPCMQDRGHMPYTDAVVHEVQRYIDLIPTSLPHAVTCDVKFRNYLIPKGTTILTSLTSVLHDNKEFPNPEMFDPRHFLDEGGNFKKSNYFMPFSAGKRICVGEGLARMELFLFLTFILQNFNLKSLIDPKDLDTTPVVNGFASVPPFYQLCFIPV
Calb biofilm kill = kills Candida albicans biofilms; C. albicans biofilm + clotrimazole, Alamar Blue; inhibition, % at 6 µM; hit rate 0.14% among 85,000; AID 834;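 active = inhibition above 20%; inactive = inhibition below 20%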;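 also: preformed 24 hr biofilms exposed to compound for 48 hr; 0% = biofilm without compound and 100% = blank killed by clotrimazole plus chlorhexidine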
CYP2C19 inhib = human CYP2C19 inhibition; P33261; CYP2C19 Supersomes, luciferin-H EGE luminescence, 30 min; inhibition, % at 5 µM; hit rate 21% among 96,000; AID 778;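 active = CYP2C19 inhibition above a set limit at 5 µM in the primary screen, cut at about 50% in these data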;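 also: plate controls were negative control wells for no effect and 2.5 mM tranylcypromine positive control for full effect; values of inactives mirror those of a sister screen read the other way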
hDAT+cocaine = modulates human dopamine transporter uptake under cocaine; Q01959; LLC-PK1 hDAT cells, [14C]-dopamine uptake with cocaine IC80; actives deviate in either direction; B-score at 10 µM; hit rate 1.3% among 110,000; AID 449768;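 active = Z score or B-score, a plate-position-corrected score, falls beyond the plate's 99.7% confidence bounds, in either direction; inactive = both scores lie inside the 99.7% bounds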;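 also: scored against the spread of the other compound wells on the same plate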
CYP2C9 inhib = inhibitors of human CYP2C9. hit rate 20% among 96,000. P11712. inhibition, % at 5 µM. CYP2C9 Supersomes, luciferin-H conversion, luminescence;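 active = blocking of liver enzyme CYP2C9 beyond about 50% at 5 µM, limit read from the data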; also: values of inactives mirror those of a sister screen read the other way
Target sequence (P11712 whole entry, looked up): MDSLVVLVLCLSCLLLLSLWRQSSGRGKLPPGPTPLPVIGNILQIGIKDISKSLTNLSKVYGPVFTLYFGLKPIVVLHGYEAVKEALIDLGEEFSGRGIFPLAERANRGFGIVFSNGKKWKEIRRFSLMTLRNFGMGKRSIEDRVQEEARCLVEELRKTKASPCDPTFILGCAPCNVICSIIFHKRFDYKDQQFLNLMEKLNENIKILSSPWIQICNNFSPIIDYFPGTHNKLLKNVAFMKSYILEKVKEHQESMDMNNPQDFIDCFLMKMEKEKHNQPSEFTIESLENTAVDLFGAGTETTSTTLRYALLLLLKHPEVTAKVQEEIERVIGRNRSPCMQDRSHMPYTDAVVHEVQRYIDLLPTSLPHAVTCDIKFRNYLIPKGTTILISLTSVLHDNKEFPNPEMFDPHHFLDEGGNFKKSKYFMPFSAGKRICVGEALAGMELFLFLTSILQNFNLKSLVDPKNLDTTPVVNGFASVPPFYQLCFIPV
IL1B cytotox = toxic to HUVEC cells under IL-1B stimulation; hit rate 0.41% among 94,000; HUVEC cell count loss, Hoechst imaging, IL-1B stimulated; cell count reduction, % at 2 µM;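 active = cell count reduction more than 3 SD above the screen-wide mean, cut at about 70% in these data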;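 also: normalized per plate to untreated control cells as the no-loss baseline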
CYP2C9 activ = CYP2C9 (human) activation. P11712. recombinant CYP2C9, luciferin-H conversion, luminescence; stronger effect = higher value; factor 1 = untreated enzyme, 0 = blocked. activation factor at 5 µM. hit rate 1.4% among 96,000. AID 1024;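 active = activation factor of 2 or more for CYP2C9 at a 5 µM dose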;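 also: 0 = sulfaphenazole-blocked wells and 1 = vehicle-only wells; values of inactives mirror those of a sister screen read the other way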
Starred values were filed as active, the others as inactive; . = not tested or not shown.

SMILES	VCAM1 TNFa inh	HUVEC tox TNFa	CYP2C19 activ	Calb biofilm kill	CYP2C19 inhib	hDAT+cocaine	CYP2C9 inhib	IL1B cytotox	CYP2C9 activ
Cc1ccccc1CN(c1ccc(C(=O)Nc2ccccc2C(=O)NCc2ccco2)cc1)S(C)(=O)=O	-1	-23	0	3	99*	0.3	83*	-70	0.2
CCOC(=O)c1cc2occc2n1CC(=O)N1CCCc2ccccc21	-8	-9	0	9	96*	-1	87*	-3	0.1
CC(C)CCNC(=O)CCCOc1cc(=O)n(C)c2ccccc12	-10	20	0.8	-1	15	.	-6	24	1.1
O=C(OC1CCOC1=O)c1cc(-c2ccc(Br)cc2)nc2ccccc12 (stereo unspecified)	3	-13	1	6	0	-0.089	52*	9	0.5
Cc1noc(NS(=O)(=O)c2ccc(NC(=O)Nc3ccc(Cl)c(Cl)c3)cc2)c1C	0	8	1.2	0	-19	0.069	-20	23	1.2
CCc1ccc2c(c1)c1nc(C)sc1n2CC(=O)OC	16	-5	0.7	4	30	1.2	48	-25	0.5
Cc1ccc(Nc2nc(Cl)nc(N(C)C#N)n2)cc1	24	3	0.9	.	12	0.12	38	-26	0.6
COc1ccc(-n2c(=S)[nH]c3ccccc32)cc1	-12	-26	0.5	8	54*	1.3	-64	-21	1.6
CC(=O)c1cc(F)c(N2CCN(C(=O)c3ccco3)CC2)cc1C	1	5	0.4	8	60*	-0.06	25	11	0.7
Cc1ccc(C(=O)OCC(=O)Nc2sccc2C(N)=O)cc1NC(=O)c1ccco1	-4	12	0.8	.	19	0.18	94*	-4	0.1
O=C(NCCN=C1NS(=O)(=O)c2ccccc21)c1ccncc1	16	-3	1	4	0	-1.7	51*	-15	0.5
OC(COc1ccc(Cl)cc1)CN1CCCCC1 (stereo unspecified)	6	-30	1.1	6	-7	-0.23	-23	-18	1.2
O=C(NC1CCCC1)c1ccc(Br)o1	-1	-62	0.9	1	7	-0.77	3	-17	1
Cc1cnc(NC(=O)c2cc3c(s2)CCCC3)s1	-4	-8	0.9	4	12	0.68	30	-93	0.7
CC(=O)c1cccc(NC(=O)c2cc(-c3ccc(C)cc3)on2)c1	6	-20	0.8	0	22	1.4	28	-5	0.7
Cc1ccc(NC(=O)c2ccc(CSc3nnc(C)s3)cc2)c(C)c1	-2	-20	0.6	.	35	1.4	-40	-20	1.4
O=C(NCCCN1CCOCC1)c1ccc2c(=O)n(CCc3ccccc3)c(=O)[nH]c2c1	3	-21	0.9	-5	10	1.4	11	-4	0.9
Cc1ccc(-n2c(N)c(C(N)=O)sc2=S)c(C)c1	6	-46	1	7	3	.	6	-3	0.9
COc1ccc(CCNS(=O)(=O)c2ccc(F)cc2)cc1OC	-12	-26	0.1	0	93*	-2	77*	-12	0.2
O=C(c1cccn2c(=O)c3ccc(Cl)cc3nc12)N1CCN(Cc2ccc3c(c2)OCO3)CC1	1	0	0.8	-3	19	1.2	70*	-12	0.3
COC(=O)Cn1c2c(c3cc(C)ccc31)CCCC2	.	.	0.6	-6	39	-0.8	-14	.	1.1
COc1cc2cc(C)c(SCC(=O)N3CCOCC3)nc2cc1OC	3	-31	0.8	5	16	1.5	37	-24	0.6
CCn1c(SCC(=O)Nc2oc(-c3ccccc3)c(-c3ccccc3)c2C#N)nnc1-c1ccncc1	-3	-19	0.4	0	58*	0.45	78*	-14	0.2
C=CCn1c(SCc2nnc(-c3ccccc3)o2)nnc1C(O)c1ccccc1 (stereo unspecified)	13	0	0.4	-3	55*	-0.017	59*	-39	0.4
O=S(=O)(c1ccc(Br)cc1)N1CCN(c2ccc3nnc(-c4ccccc4)n3n2)CC1	26	-35	0.4	6	60*	-0.8	80*	-12	0.2
COc1cccc(-c2cc(C(=O)Nc3cnn(Cc4ccccc4C)c3)no2)c1	-41	-23	1.1	.	-10	.	-9	-19	1.1
COc1ccc(NS(=O)(=O)c2c(C)cc(C)cc2C)cc1	4	-3	0.1	-2	88*	0.64	93*	0	0.1
Cc1ccc(F)c(NC=C2C(=O)OC(C)(C)OC2=O)c1	.	.	0.9	8	9	-0.23	-8	.	1.1
O=P(O)(COc1ccccc1)COc1ccccc1	-5	-21	1	.	3	-0.14	31	21	0.7
Cc1ccc(C(=O)CCCn2nnc(-c3cccnc3)n2)cc1C	-2	-11	0.2	3	80*	0.73	55*	-16	0.4
Cc1nn(CCc2n[nH]c(=S)n2-c2ccc(F)c(Cl)c2)c(C)c1[N+](=O)[O-]	5	-18	1	.	1	-0.19	-4	-5	1
Cn1c(=O)oc2cc(S(=O)(=O)NCCCN3CCCC3=O)ccc21	4	5	1.2	5	-16	0.39	-27	-18	1.3
CCC(NS(=O)(=O)c1ccc(OC)cc1)C(=O)O (stereo unspecified)	-4	-9	1.2	-2	-16	0.54	-17	-28	1.2
CN(CC(=O)NCc1ccccc1)S(=O)(=O)c1cnc[nH]1	-10	-13	0	8	100*	-0.36	80*	-5	0.2
CC1CCCCN1C(=O)c1cc(-c2ccc(Cl)c(Cl)c2)on1 (stereo unspecified)	-10	-20	1	6	-3	.	9	-3	0.9
COC(=O)CN1C(=O)C2(C(C#N)=C(N)Oc3c2c(C)nn3-c2ccccc2)c2ccccc21 (stereo unspecified)	20	-4	.	4	.	0.35	.	-17	.
CCOC(=O)c1sc2nc(SC)nc(-c3ccc(Cl)cc3)c2c1N	-15	-21	0.9	.	12	-0.88	2	-11	1
Cc1nc2sc(C(c3ccco3)N3CCc4ccccc4C3)c(O)n2n1 (stereo unspecified)	-2	-14	.	5	.	-0.38	.	-4	.
Cc1cc2c(c(=O)o1)C(C1C=CCCC1)C(C#N)=C(N)O2 (stereo unspecified)	-12	-29	0.8	10	19	-0.35	49	-22	0.5
CCCCC(=O)Nc1ccc(NC(=O)C2CC2)cn1	-60	-46	1	3	-3	0.87	-35	-26	1.4

Shown bar-delimited: part of the list above
compound | VCAM1 TNFa inh | HUVEC tox TNFa | CYP2C19 activ | Calb biofilm kill | CYP2C19 inhib | hDAT+cocaine | CYP2C9 inhib | IL1B cytotox | CYP2C9 activ
Cc1ccc(Nc2nc(Cl)nc(N(C)C#N)n2)cc1 | 24 | 3 | 0.9 | . | 12 | 0.12 | 38 | -26 | 0.6
COc1ccc(-n2c(=S)[nH]c3ccccc32)cc1 | -12 | -26 | 0.5 | 8 | 54* | 1.3 | -64 | -21 | 1.6

(further entries)
SMILES	VCAM1 TNFa inh	HUVEC tox TNFa	CYP2C19 activ	Calb biofilm kill	CYP2C19 inhib	hDAT+cocaine	CYP2C9 inhib	IL1B cytotox	CYP2C9 activ
COc1ccc(CN2CC(C(=O)NCCN3CCOCC3)CC2=O)cc1 (stereo unspecified)	11	-22	1	.	2	-0.17	3	-7	1
CC(C)NC(=O)c1cc(-n2cnnc2)ccc1Cl	19	-26	1.1	7	-5	-0.23	-4	6	1
CC(=O)c1ccc(NC2OC(CO)C(O)C(O)C2O)cc1 (stereo unspecified)	-8	-27	1	3	0	-0.37	1	3	1
c1ccc2c(c1)nc1n2C2(N3CCOCC3)CCCC2C1N1CCOCC1 (stereo unspecified)	.	.	0.9	3	13	.	99*	.	0
c1ccc(OCc2nn3c(-c4ccncc4)nnc3s2)cc1	.	.	0	-3	99*	0.57	80*	.	0.2
CCn1cc(/C=N/N=C2\CCC3C4CCc5cc(O)ccc5C4CC[C@]23C)c(C)n1 (stereo partly specified)	-15	-4	0.6	.	38	0.52	68*	8	0.3
COc1cc(C2C(C#N)=C(N)OC3=C2C(=O)CC(C)(C)C3)ccc1OC(=O)N1CCOCC1 (stereo unspecified)	-10	7	0.9	-1	12	0.31	54*	-26	0.5
CC1(C)CC(=O)C2=C(C1)NC(=O)CC2c1ccc(F)cc1 (stereo unspecified)	-13	-31	0.9	10	7	-1.1	4	-19	1
O=C(c1ccccc1)N1CCN(c2ccc(Cl)cc2)CC1	-12	4	0	10	98*	0.81	68*	4	0.3
CCNC(=O)CCS(=O)(=O)c1ccc2ccccc2c1	5	-22	.	6	.	-0.66	.	17	.
CSc1nc(NC(C)=O)nc(C)c1Cl	19	-4	1	-2	-4	0.61	4	-45	1

Among those listed so far, 10 have a Cl atom:
SMILES	VCAM1 TNFa inh	HUVEC tox TNFa	CYP2C19 activ	Calb biofilm kill	CYP2C19 inhib	hDAT+cocaine	CYP2C9 inhib	IL1B cytotox	CYP2C9 activ
Cc1noc(NS(=O)(=O)c2ccc(NC(=O)Nc3ccc(Cl)c(Cl)c3)cc2)c1C	0	8	1.2	0	-19	0.069	-20	23	1.2
Cc1ccc(Nc2nc(Cl)nc(N(C)C#N)n2)cc1	24	3	0.9	.	12	0.12	38	-26	0.6
OC(COc1ccc(Cl)cc1)CN1CCCCC1 (stereo unspecified)	6	-30	1.1	6	-7	-0.23	-23	-18	1.2
O=C(c1cccn2c(=O)c3ccc(Cl)cc3nc12)N1CCN(Cc2ccc3c(c2)OCO3)CC1	1	0	0.8	-3	19	1.2	70*	-12	0.3
Cc1nn(CCc2n[nH]c(=S)n2-c2ccc(F)c(Cl)c2)c(C)c1[N+](=O)[O-]	5	-18	1	.	1	-0.19	-4	-5	1
CC1CCCCN1C(=O)c1cc(-c2ccc(Cl)c(Cl)c2)on1 (stereo unspecified)	-10	-20	1	6	-3	.	9	-3	0.9
CCOC(=O)c1sc2nc(SC)nc(-c3ccc(Cl)cc3)c2c1N	-15	-21	0.9	.	12	-0.88	2	-11	1
CC(C)NC(=O)c1cc(-n2cnnc2)ccc1Cl	19	-26	1.1	7	-5	-0.23	-4	6	1
O=C(c1ccccc1)N1CCN(c2ccc(Cl)cc2)CC1	-12	4	0	10	98*	0.81	68*	4	0.3
CSc1nc(NC(C)=O)nc(C)c1Cl	19	-4	1	-2	-4	0.61	4	-45	1
